Screening results from PubChem BioAssay.
Apaf1 inhib = human Apaf-1 inhibition. 330,000 tested, 0.71% active. O14727. inhibition, % at 20 µM. reconstituted apoptosome caspase-3 activity, DEVD-Rh110 fluorescence; active = inhibition of at least 40% at 20 µM;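 note: plate controls were DMSO wells for no effect and DEVD-CHO caspase inhibitor wells for full effect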
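Material: reconstituted apoptosome with Apaf-1, cytochrome c, caspase-9, procaspase-3, dATP / Buffer or medium: pH 7.5 Hepes buffer with CHAPS, BSA, DTT / Also added: cytochrome c with DEVD-Rh110 / Schedule: compound with Apaf-1, dATP, procaspase-3 30 min, then 50 min reaction, room temperature / Technique: rhodamine 110 fluorescence at Ex 480/Em 540 nm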
SENP6 inh = inhibitors of human SENP6 protease | Q9GZR1 | Recombinant SENP6 catalytic domain, aminoluciferin luminescence | 330,000 tested, 1.8% active | AID 2599 | inhibition, % at 10 µM;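 active = inhibition above about 50% at the single tested dose, limit read from the data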;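 note: plate controls were DMSO wells with enzyme for no effect and DMSO wells lacking enzyme for full effect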
APOBEC3G inh = inhibitors of human APOBEC3G DNA deaminase. Q9HC16. recombinant A3G, ssDNA deamination FAM/TAMRA fluorescence. inhibition, % at 20 µM. 330,000 tested, 0.28% active. AID 493012;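 active = inhibition of at least 40% at 20 µM, with no more than 30% in the related APOBEC3A deaminase screen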;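 note: plate controls were DMSO wells with A3G for no effect and wells lacking A3G enzyme for full effect; some compounds called inactive have numbers as strong as hits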
Target sequence (Q9HC16 whole entry, looked up): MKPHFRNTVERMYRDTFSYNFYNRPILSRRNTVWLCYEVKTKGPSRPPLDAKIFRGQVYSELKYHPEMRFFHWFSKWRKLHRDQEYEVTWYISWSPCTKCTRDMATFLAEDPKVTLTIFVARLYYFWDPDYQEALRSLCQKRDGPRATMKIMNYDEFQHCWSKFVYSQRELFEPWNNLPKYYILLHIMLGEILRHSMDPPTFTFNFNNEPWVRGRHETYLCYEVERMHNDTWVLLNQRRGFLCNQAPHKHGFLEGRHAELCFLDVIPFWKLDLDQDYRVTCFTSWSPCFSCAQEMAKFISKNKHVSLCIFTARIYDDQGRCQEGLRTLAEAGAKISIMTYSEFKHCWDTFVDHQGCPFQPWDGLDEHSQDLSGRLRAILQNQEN
UBC13 inh = inhibitors of human UBC13 polyubiquitin chain formation | P61088 | TR-FRET | inhibition, % at 20 µM | 330,000 tested, 0.47% active; in the data active = inhibition above about 45%, passing the limit was not always enough
Target sequence (P61088 whole entry, looked up): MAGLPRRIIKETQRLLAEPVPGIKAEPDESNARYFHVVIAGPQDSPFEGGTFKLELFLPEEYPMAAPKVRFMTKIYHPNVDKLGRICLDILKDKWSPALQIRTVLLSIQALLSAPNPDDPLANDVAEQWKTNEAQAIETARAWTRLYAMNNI
SENP1 inh = SENP1 (human) catalytic domain inhibition | inhibition, % at 10 µM | 360,000 tested, 0.21% active | Q9P0U3 | AID 624204 | recombinant SENP1 catalytic domain, CyPet-SUMO1-YPet FRET cleavage;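 active = inhibition at least 30% at 10 µM, raw YFP signal under a set limit, fluorescence ratio 0.5 to 1.5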;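 note: 0% = enzyme with DMSO and 100% = no enzyme wells; some results filed as inactive read as strong as hits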
Target sequence (Q9P0U3 419-644 limits assumed): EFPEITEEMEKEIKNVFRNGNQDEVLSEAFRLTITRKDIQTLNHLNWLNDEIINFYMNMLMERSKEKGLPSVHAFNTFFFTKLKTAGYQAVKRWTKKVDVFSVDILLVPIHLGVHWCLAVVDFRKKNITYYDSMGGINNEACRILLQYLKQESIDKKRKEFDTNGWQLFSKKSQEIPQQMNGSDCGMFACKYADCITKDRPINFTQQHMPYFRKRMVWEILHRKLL
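Compound: 10 µM single point, 0.5% DMSO; Test system: hSENP1 catalytic domain, recombinant; Timing: 50 min reaction at room temperature; Technique: FRET, CFP and YFP emission; Control set: no-enzyme wells low, DMSO-plus-enzyme wells high control.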
SENP7 block = blocks the human protease SENP7; Q9BQF6; recombinant SENP7, Z-RLRGG-aminoluciferin luminescence, 40 min; inhibition, % at 5 µM; 330,000 tested, 1.5% active; AID 434973;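 active = inhibition above about 50% at the single test dose, limit read from the data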;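 note: plate controls were DMSO with enzyme for no effect and no enzyme buffer wells for full effect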
SENP8 block-1 = SENP8 protease inhibition; Q96LD8; AID 2540; purified SENP8, Z-RLRGG-aminoluciferin cleavage, luminescence; 330,000 tested, 1.2% active; inhibition, % at 10 µM; in the data active = inhibition above about 50%
Target sequence (Q96LD8 whole entry, looked up): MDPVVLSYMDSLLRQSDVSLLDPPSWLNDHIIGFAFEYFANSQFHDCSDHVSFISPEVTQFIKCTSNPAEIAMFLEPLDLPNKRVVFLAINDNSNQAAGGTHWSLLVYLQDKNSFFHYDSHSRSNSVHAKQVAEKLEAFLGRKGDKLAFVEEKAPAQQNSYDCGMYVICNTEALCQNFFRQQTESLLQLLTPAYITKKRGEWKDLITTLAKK
SENP8 block-2 = inhibitors of human SENP8 protease; inhibition, % at 20 µM; Q96LD8; AID 602440; 360,000 tested, 0.64% active; recombinant SENP8, Nedd8 substrate fluorescence; in the data active = inhibition mostly above about 40%, no sharp cut-off; inactive = mostly below about 27%
* marks the source's active call; other numbers are inactive results.

SMILES | Apaf1 inhib | SENP6 inh | APOBEC3G inh | UBC13 inh | SENP1 inh | SENP7 block | SENP8 block-1 | SENP8 block-2
CC(C)c1ccc(N(CC(=O)NCCSCc2ccco2)S(C)(=O)=O)cc1 | 4 | -8 | -2 | -8 | -1 | -5 | -3 | 6
COc1ccc(N/C=C/C(=O)c2ccc(OC)c(OC)c2)cc1 | 3 | 21 | -4 | -2 | -31 | 8 | -28 | -139
COC(=O)c1ccccc1NC(=O)NCc1ccccn1 | -3 | -2 | -3 | 8 | 1 | -2 | 8 | -64
COc1cc(OC)c(C2C(C(=O)Nc3ccccc3)=C(C)Nc3ncnn32)cc1OC (stereo unspecified) | -6 | 3 | -6 | -4 | 0 | 8 | 11 | 11
Cc1nn(S(=O)(=O)c2ccc(C(C)C)cc2)c(C)c1S(=O)(=O)N1CCOCC1 | -9 | 1 | -8 | 1 | 2 | 1 | 9 | 8
CC1(c2ccccc2)CC(c2ccccc2)=Nc2ccccc2N1 (stereo unspecified) | 4 | 16 | -6 | 1 | -6 | 5 | 11 | 24
COC(=O)c1cc(CSC(=N)N)ccc1OCCC(C)C | 5 | -2 | 3 | 29 | 2 | -1 | 2 | 23
O=C(NC1CCCCC1)C1CCN(S(=O)(=O)c2cccc3cccnc23)CC1 | -10 | -1 | -6 | -7 | 1 | 9 | -3 | 2
CCOc1ccc(CC2S/C(=N/c3ccccn3)NC2=O)cc1 (stereo unspecified) | -4 | -10 | -2 | 5 | -1 | 1 | 10 | -6
CCN1CCN(C(=S)Nc2ccc([N+](=O)[O-])cc2)CC1 | -5 | -3 | -5 | 2 | 3 | 3 | 9 | 30
C/C=C/c1ccc(OCCCCNCc2ccco2)c(OC)c1 | 4 | 0 | -5 | 21 | -4 | -3 | 0 | 3
O=C(NC1CCCC1)c1cc(-c2ccccc2)nc2ccccc12 | -5 | 8 | -9 | 2 | 0 | 1 | -5 | -2
CCOc1cc(NC(=O)C2CC2)c(OCC)cc1NC(=O)CCn1nnc2ccccc21 | 8 | -14 | -9 | -4 | -3 | 1 | -3 | 4
Cc1ccc(CS/C(Nc2ccccc2C)=C(\C#N)C(N)=O)c(C)c1 | 0 | -6 | -3 | 9 | -1 | -4 | -5 | 11
Cc1cc(Sc2nc(N)ncc2[N+](=O)[O-])ncn1 | -11 | -5 | -5 | 15 | -3 | 2 | -5 | 9
N#Cc1c(F)cccc1N1CCC(C#N)CC1 | -11 | -9 | -3 | 8 | 2 | 3 | 0 | -366
Cc1[nH]c2c(C(=O)N3CCCC(CCC(=O)NCc4ccccc4F)C3)cccc2c1C (stereo unspecified) | -17 | 18 | -14 | -2 | -31 | 7 | 13 | -19
CCc1nnc(NS(=O)(=O)c2ccc(NC(=O)c3ccc(C#N)cc3)cc2)s1 | 0 | 1 | -6 | -6 | 3 | -3 | -4 | 3
COc1ccc(/C=C/C(=O)N2CCNC(=O)C2)c(OC)c1 | 5 | 4 | -9 | -6 | 0 | -8 | -10 | -74
C/C(=N\O)C(=O)NCCN(C)C | -16 | -21 | -8 | 2 | -1 | 6 | -11 | 7
NNC(=O)c1cc(-c2ccc(O)cc2)nc2ccc(Br)cc12 | 3 | -8 | -5 | 6 | 2 | 1 | 5 | -102
COc1ccc(NC(=O)c2cc(-c3ccc4c(c3)OCO4)on2)cc1OC | 0 | -13 | -5 | 0 | 2 | -14 | -9 | -18
O=C(NC(=S)Nc1ccc(NC(=O)c2cccs2)cc1)c1ccc([N+](=O)[O-])cc1 | 4 | 13 | -10 | -21 | 2 | -9 | -8 | 17
Cc1cc(C(=O)OCC(=O)Nc2cc(C(F)(F)F)ccc2N2CCOCC2)c(C)o1 | 16 | -5 | -1 | 3 | -1 | 4 | -8 | 8
COc1ccccc1Nc1nn2c(=O)c3ccc(C(=O)NCc4cccnc4)cc3nc2s1 | 8 | -2 | -25 | 5 | 5 | 2 | 10 | -173

The last 3 entries of the part before are carried over, then new ones follow.
SMILES | Apaf1 inhib | SENP6 inh | APOBEC3G inh | UBC13 inh | SENP1 inh | SENP7 block | SENP8 block-1 | SENP8 block-2
O=C(NC(=S)Nc1ccc(NC(=O)c2cccs2)cc1)c1ccc([N+](=O)[O-])cc1 | 4 | 13 | -10 | -21 | 2 | -9 | -8 | 17
Cc1cc(C(=O)OCC(=O)Nc2cc(C(F)(F)F)ccc2N2CCOCC2)c(C)o1 | 16 | -5 | -1 | 3 | -1 | 4 | -8 | 8
COc1ccccc1Nc1nn2c(=O)c3ccc(C(=O)NCc4cccnc4)cc3nc2s1 | 8 | -2 | -25 | 5 | 5 | 2 | 10 | -173
COCCCNC(=O)c1c[nH]c2ccc(S(=O)(=O)N3CCC(C)CC3)cc2c1=O | -3 | -13 | -8 | 10 | 0 | 35 | -4 | 19
C/C(CC(=O)Nc1ccccn1)=N\NC(=O)c1cccc(C)c1 | -8 | -17 | -6 | 8 | 0 | -1 | 1 | 2
COC(=O)C1=C(C)NC(=O)C1(NS(=O)(=O)c1ccc(C)cc1)C(F)(F)F (stereo unspecified) | -15 | 0 | -10 | 12 | 2 | 3 | -7 | 6
O=C(CCNC(=O)N1CC(=O)Nc2ccccc21)Nc1cccc(Cl)c1 | 3 | 2 | 2 | 1 | 2 | 2 | -2 | 5
CC(=O)/C(C=Nc1noc(C)c1Br)=C(\C)O | -28 | -10 | 2 | -6 | 4 | -2 | -4 | 17
COc1ccc(C(=O)N2CCCC(Nc3ccc(F)cc3)C2)c(OC)c1 (stereo unspecified) | -3 | -10 | -4 | 0 | 0 | 2 | 3 | 3
Cc1csc(SCC(=O)O)n1 | -5 | -12 | -2 | -9 | 2 | -3 | -2 | 26
Cc1cccc(C(=O)N/N=C/c2ccc(OCC(=O)N3CCCCC3)cc2)c1 | -10 | -18 | -3 | -5 | 2 | -14 | -10 | 5
COc1ccccc1OCC(O)CN1CCN(C(=O)c2ccccc2)CC1 (stereo unspecified) | -5 | -20 | -3 | 5 | -12 | 10 | -1 | 9
COc1ccc(-c2nc3n(n2)C(c2ccncc2)C(C(N)=O)=C(C)N3)cc1 (stereo unspecified) | -5 | -8 | -2 | 5 | -2 | -3 | 6 | -2
O=C(O)c1ccc(S(=O)(=O)c2ccc3c(c2)C(=O)N(NC(=O)c2ccccc2)C3=O)cc1 | -5 | -6 | -5 | -2 | 4 | 0 | 9 | 4
Cc1cc(NC(=O)COC(=O)Cn2c(C)csc2=O)ccc1Br | -4 | -2 | -3 | -3 | 3 | 12 | 0 | 0
O=c1[nH]cnc2c1cnn2Cc1ccccc1Cl | 3 | -5 | -5 | -4 | -3 | 0 | -10 | 15
O=C(O)c1nc(-c2ccccc2)n(-c2cccc(C(F)(F)F)c2)n1 | -20 | -18 | -18 | 21 | 1 | -3 | 1 | 12
Cc1cc(C(=O)O)c(=O)[nH]c1C | -16 | 9 | -4 | 5 | 4 | -4 | -2 | -36
CCn1c(CSCc2ccc(Cl)cc2)nnc1SCC(=O)Nc1cccc(C(=O)O)c1 | 0 | -17 | -6 | -12 | 2 | 0 | -7 | 8
O=C(Nc1nc(-c2ccccn2)cs1)C1CC1 | 0 | -21 | -7 | -20 | 1 | 4 | -4 | 10
CCc1ccc(OCC(=O)NN2Cc3ccccc3C2=N)cc1 | 0 | -17 | -7 | 5 | 0 | 3 | -3 | 3
CCC(=O)c1c(NC(CC)CO)cc(C)oc1=O (stereo unspecified) | -4 | 5 | 2 | 1 | -1 | 9 | 3 | 26
O=C(CN(CC1CCCO1)S(=O)(=O)c1ccc(S(=O)(=O)NC2CC2)cc1)Nc1ccccc1 (stereo unspecified) | 5 | -12 | -5 | -1 | -1 | 10 | -4 | 11
CC(C)=CCC/C(C)=C/CC/C(C)=N/O | -3 | 25 | -10 | 9 | 2 | 1 | 0 | 20
O=C(COc1ccc(S(=O)(=O)N2CCOCC2)cc1Cl)NCCN1CCOCC1 | 7 | -1 | -11 | 1 | 0 | -1 | 3 | 10
COc1ccc(N2C(=O)CC2(/C=C/c2ccccc2OC)C(=O)NC2CCCC2)cc1 (stereo unspecified) | 13 | -10 | -6 | 8 | 0 | 4 | -2 | 34
CC(O)CNc1nc(NCc2ccccc2)c2cnn(C)c2n1 (stereo unspecified) | 2 | -13 | -9 | 5 | 1 | 19 | -4 | 0
C=CCNC(=O)COC(=O)c1ccc(Cl)c(S(=O)(=O)N(Cc2ccccc2)c2ccccc2)c1 | 28 | 8 | -3 | 8 | -4 | 1 | -7 | 3

Brought forward from above: three entries; new compounds follow.
SMILES | Apaf1 inhib | SENP6 inh | APOBEC3G inh | UBC13 inh | SENP1 inh | SENP7 block | SENP8 block-1 | SENP8 block-2
COc1ccc(N2C(=O)CC2(/C=C/c2ccccc2OC)C(=O)NC2CCCC2)cc1 (stereo unspecified) | 13 | -10 | -6 | 8 | 0 | 4 | -2 | 34
CC(O)CNc1nc(NCc2ccccc2)c2cnn(C)c2n1 (stereo unspecified) | 2 | -13 | -9 | 5 | 1 | 19 | -4 | 0
C=CCNC(=O)COC(=O)c1ccc(Cl)c(S(=O)(=O)N(Cc2ccccc2)c2ccccc2)c1 | 28 | 8 | -3 | 8 | -4 | 1 | -7 | 3
CCOc1ccc(CCNC(=O)COC(=O)CNS(=O)(=O)c2ccc(NC(C)=O)cc2)cc1OCC | -2 | -12 | -13 | -11 | -5 | 14 | -12 | -5
FC(F)(F)c1cc(-c2ccco2)nc(N2CCN(Cc3ccccc3)CC2)n1 | -5 | 5 | -8 | 1 | 0 | 6 | 2 | 8
COc1ccc(C(=O)Nc2ccc(OC)c(OC)c2)cc1 | 5 | 14 | -14 | -10 | 0 | -7 | -6 | 13
Cc1cc(NC(c2ccc(Cl)cc2)c2ccc3cccnc3c2O)no1 (stereo unspecified) | -3 | -14 | 6 | -11 | 3 | 2 | -3 | 12
CNC(=S)/N=C/NOCc1c(Cl)cccc1Cl | 7 | 7 | -1 | -2 | 2 | -3 | -4 | 3
C=CCN(C(=O)c1cc(C)cc(C)c1)C1(C(=O)Nc2ccccc2)CCN(C(C)C)CC1 | 8 | 15 | 3 | 5 | -6 | 4 | 7 | -8
Cn1ncc(Br)c1C(=O)Nc1ccc(Cl)cn1 | -9 | 5 | -6 | 2 | 1 | 4 | -3 | 21
COc1ccc(C(=O)CN(CCC(=O)O)S(=O)(=O)c2ccc([N+](=O)[O-])cc2)cc1 | -3 | -15 | -8 | -18 | 0 | -3 | -1 | 23
O=C(NC1CS(=O)(=O)CC1NCc1ccccc1)c1ccccc1 (stereo unspecified) | 1 | -9 | -5 | 3 | -39 | 4 | 5 | -3
CC(C)c1nnc(NC(=O)CC(=O)Nc2ccccc2C(=O)O)s1 | 2 | 81* | -8 | 4 | 0 | 78* | 71* | 22
NC(=O)c1ccc(NC(=O)COc2cccc3ccccc23)cc1 | 2 | 10 | -3 | 0 | -2 | 0 | 9 | -10
CCN1C(=O)N(c2ccc(Cl)cc2)C(C)=CC1(C)C | 3 | 5 | -6 | -9 | 1 | -6 | -2 | 35
CC(=O)Nc1cccc(OCCCNC(=O)C2CCC2)c1 | -8 | 2 | -7 | 8 | 0 | -1 | -4 | 6
COc1ccc(C(=O)NC2=Nc3ccccc3N=C(C)C2c2ccccc2)cc1 (stereo unspecified) | -1 | -6 | -3 | -6 | 2 | -3 | 1 | 28
O=C(OCCc1cc2ccccc2c(=O)o1)N1CCOCC1 | 2 | -10 | 0 | 9 | 2 | -2 | -4 | -15
O=C(NCCC1=CCCCC1)C1CCCN(c2nc3ccccc3o2)C1 (stereo unspecified) | 8 | -6 | 1 | 1 | 2 | -7 | -10 | 8
CC(=O)c1ccc(OCCCC(=O)N2CCN(S(=O)(=O)c3ccc(C)cc3C)CC2)cc1 | 40* | -3 | -10 | 28 | 0 | 10 | -2 | 12
Cc1cc(C)n2c(SCc3cccs3)nnc2n1 | 0 | -13 | -2 | -1 | 0 | 4 | -3 | 23
